# miR122 inh = miR-122 Renilla sensor signal increase in Huh7, primary screen, miR-122 inhibitor project, cell-based, single point, plate reader. activation (reporter increase), % at 12.5 µM. 340,000 tested, 0.3% active. Huh7 miR-122 Renilla luciferase sensor, 48 h; neutral wells = 0, positive control = 100;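 active means mean replicate activation score at least 90 and every replicate individually at or above 90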;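 further: higher luciferase means less miR-122 activity so hits act as miR-122 inhibitors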
# Numbers without * were called inactive. The list is partial. The share of hits here may be higher or lower than overall.
compound | miR122 inh
O=c1[nH]c2c(s1)C(c1ccco1)C1C3CCC(C3)C1S2 (configuration not stated) | 14.9
CCc1nn(CC(=O)NCCc2ccc(S(N)(=O)=O)cc2)c(=O)c2cc3sccc3n12 | -4.1
CCCOc1cccc(C(=O)Nc2cccnc2)c1 | -1.9
Cc1c(N2C(=O)c3ccccc3C2=O)c(=O)n(-c2ccccc2)n1C | -4.2
CCOP(=O)(c1ccccc1)c1nc(-c2ccc(F)cc2)oc1N1CCCCC1 (configuration not stated) | -4.5
COc1cc2oc(=O)cc(-c3ccc(-c4ccc(C(F)(F)F)cc4)cc3)c2c(OC)c1OC | -3.9
Cc1nn(C)c(C)c1NS(=O)(=O)c1ccccc1 | 10.6
O=C(Nc1ccnc(-c2cccnc2)n1)c1ccccc1Cl | 6.0
c1ccc(-c2nnc(-c3c[nH]c4ccccc34)nc2-c2ccccc2)cc1 | 1.3
O=C(NCCN1CCOCC1)C1CCC(=O)N1Cc1ccccc1Cl (configuration not stated) | -0.6
O=C(Oc1ccc2ccc(OC(=O)N3CCOCC3)cc2c1)N1CCOCC1 | 1.2
c1ccc(-c2cc(N3CCOCC3)nc3ccccc23)cc1 | -0.8
O=C(O)CCCC(=O)Nc1nc(-c2ccc(F)cc2)cs1 | 1.4
CCC(C)(C)NC(=O)C(c1ccc(C)cc1)N(Cc1ccco1)C(=O)CCC(=O)Nc1nccs1 (configuration not stated) | -4.1
Cc1[nH]c(=O)[nH]c(=O)c1S(=O)(=O)N(C)Cc1ccccc1 | 1.7
Fc1ccc(Cn2nnnc2CN2CCc3ccccc3C2)cc1 | 3.6
CC(=O)c1c(C)[nH]c(C(=O)NCCc2ccccc2)c1C | 4.7
CCCOc1ccc(Cc2nn[nH]n2)cc1 | 3.3
O=C(CSc1nnc(-c2ccco2)n1Cc1ccco1)N1CCOCC1 | -4.1
O=C(c1ccco1)N1CCN(c2nc(C3CC3)nc3sc4c(c23)CCCC4)CC1 | 0.2
CC(C)CN(C)C(=O)CC1C(=O)NCCN1C (configuration not stated) | 2.4
O=C(CSc1nnc(-c2cccs2)n1Cc1ccco1)Nc1ccc2c(c1)OCO2 | -3.9
CC(Sc1nc(-c2ccccc2)cc(C(F)(F)F)n1)C(=O)N1CCC(C(N)=O)CC1 (configuration not stated) | 1.2
C=CCn1c(SCc2nc3ccccc3c(=O)[nH]2)nnc1-c1cc2cc(Cl)ccc2o1 | 4.9
O=S(=O)(Nc1nnc(-c2ccccc2)s1)c1ccc(Cl)cc1 | -1.8
CCOC(=O)N1CCN(S(=O)(=O)c2ccc(OC)c3ccccc23)CC1 | -0.3
CC(C)(O)C#Cc1ccc(C(=O)N2CCCC2C(=O)O)s1 (configuration not stated) | 0.7
O=C(CC1C(=O)NCCN1C(=O)Nc1ccccc1)Nc1ccc2c(c1)OCO2 (configuration not stated) | 9.8
COc1ccc(OC)c(NC(=O)c2ccc(NC(C)=O)cc2)c1 | -0.2
c1csc(-c2nn3c(C4COc5ccccc5O4)nnc3s2)c1 (configuration not stated) | -6.0
COc1ccc(/C=C2/C(=O)N(CC3CCCO3)C(=S)N2C)c(OC)c1 (configuration not stated) | 7.1
Cn1cccc1C(=S)N=P(C1CCCCC1)(N1CCOCC1)N1CCOCC1 | -5.0
CCOc1ccccc1NC(=O)CCc1ccc(C)o1 | -1.3
COc1ccc2cc3cc(C(=O)NCC4COc5ccccc5O4)oc3nc2c1 (configuration not stated) | -22.6
COC(=O)c1c(N)sc2c1CCN(c1ncc(C(F)(F)F)cc1Cl)C2 | 4.0
COc1cc(C)nc(OCCNC(=O)COc2ccc(Cl)cc2Cl)n1 | 0.7
CSCC[C@H](NC(=O)c1nn(C)c(=O)c2ccccc12)c1nc2ccccc2[nH]1 | 1.4
Cc1ccc(-c2nnc(SCC(=O)N3CCCC3)o2)cc1C | 2.2
Cn1cccc1C(=O)C(=O)Nc1ccccc1 | -4.0
CCOc1cc(/C=C2/SC(=Nc3ccccc3)N(Cc3cccnc3)C2=O)ccc1OCC#N | -0.5
O=C(c1ccccc1)c1nn(-c2ccccc2)c(=O)cc1C(F)(F)F | 14.7
Cc1ccc(C(=O)NNC(=O)c2cc(OCC(F)(F)F)ccc2OCC(F)(F)F)cc1 | 50.5
Cc1ccc(NC(=O)CSC(N)=O)cc1Cl | 1.9
COc1ccc(C(=O)Nc2ncc3c(n2)-c2ccccc2CC3)cc1 | -11.2
COc1ccc(C(=O)NCc2c(CC(C)C)oc(C)c2C(=O)O)cc1 | 8.6
CNc1nc(SC)nc(N(C#N)CC(=O)OC)n1 | -18.2
CC(=O)Nc1cc2c(cc1C(=O)C(C)C)OCCO2 | -7.3
COc1ccc(S(=O)(=O)N2CCc3ccccc32)cc1C(=O)OCc1nnc(-c2ccccc2)o1 | -3.9
Cc1onc(C(=O)Nc2ccc(OC(F)(F)F)cc2)c1[N+](=O)[O-] | -3.1
Cc1ccc(NC(=O)Cn2c(CCC(=O)O)ccc2-c2cccs2)cc1 | 3.0

# Some of these compounds in order of their number in miR122 inh, high to low.
compound | miR122 inh
O=C(c1ccccc1)c1nn(-c2ccccc2)c(=O)cc1C(F)(F)F | 14.7
COc1ccc(/C=C2/C(=O)N(CC3CCCO3)C(=S)N2C)c(OC)c1 (configuration not stated) | 7.1
CC(C)(O)C#Cc1ccc(C(=O)N2CCCC2C(=O)O)s1 (configuration not stated) | 0.7
CCOc1cc(/C=C2/SC(=Nc3ccccc3)N(Cc3cccnc3)C2=O)ccc1OCC#N | -0.5
CCOc1ccccc1NC(=O)CCc1ccc(C)o1 | -1.3

# Carrying on:
compound | miR122 inh
CC1(C)OC(=O)C(=CNn2cnc3ccccc3c2=O)C(=O)O1 | 0.8
CCOc1ccc(C(=O)NC(=S)Nc2ccccn2)cc1[N+](=O)[O-] | 7.8
COc1ccccc1NC(=O)c1ccc(-c2ccc(Br)cc2)o1 | 24.8
CCCCCCC1/C(=N/O)CCC1C(=O)OC (configuration not stated) | 2.1
COc1ccc(C(CC(=O)O)NC(=O)c2ccco2)cc1 (configuration not stated) | -3.5
CSc1ccc(S(=O)(=O)NCCCOC(C)C)cc1 | 6.5
C=CCn1c(N)cc(=O)nc1SCC(=O)Nc1ccc2ccccc2c1 | 2.6
Cc1ccc(C)c(/C(O)=C2/C(=O)C(=O)N(CCN3CCOCC3)C2c2ccco2)c1 (configuration not stated) | -6.2
Cc1c(Cl)c([N+](=O)[O-])nn1CC(=O)Nc1c(C)n(C)n(-c2ccccc2)c1=O | -4.7
O=C(Nc1ccc(F)cc1)NC1CCN(Cc2nnnn2Cc2ccco2)CC1 | -7.4
O=C(C1COc2ccccc2O1)N1CCOCC1 (configuration not stated) | 3.7
O=C(CN1C(=O)c2ccccc2C1=O)N1CCN(c2ccccc2)CC1 | 2.0
O=C(Cc1cccs1)Nc1ccc(N2CCOCC2)cc1 | 7.3
CC(=O)NS(=O)(=O)c1cccnc1Nc1cccc(Cl)c1 | 3.3
COc1cccc(Nc2nc(-c3ccc(O)cc3)cs2)c1 | 3.3
CCC(C)Nc1nc2c(c(=O)n(C)c(=O)n2C)n1Cc1cccc(C)c1 (configuration not stated) | -0.7
CCCCN(CC)CCCNC(=O)Cn1nc(Cc2ccncc2)c2ccccc2c1=O | 4.6
CC(=O)c1nn(-c2cccc(Br)c2)cc1C(=O)c1ccc(C)cc1 | 12.3
COc1ccccc1N1CCN(c2cc(=O)n(-c3ccc(Br)cc3)c(=O)[nH]2)CC1 | -2.9
COc1ccccc1-c1nc(C#N)c(NCc2ccc(F)cc2)o1 | 11.3
CCCCCOC(=O)c1cc(=O)[nH]c2ccccc12 | -3.9
Cc1cccc(-n2cnc(C(=O)Nc3cccnc3)c2)n1 | -3.2
Cn1c(=O)[nH]c(=O)c2c1ncn2CCCc1ccccc1 | -3.2
Cc1cc(SCC(=O)Nc2ccccc2)nc(C)n1 | -1.9
CC(=O)NC1(C(F)(F)F)NC(=O)N(CC(C)C)C1=O (configuration not stated) | 3.3
N/C(=N\OC(=O)c1cccc(Br)c1)c1ccc(Br)cc1 | 8.0
COC(=O)CN(c1nc(C)cc(OC)n1)S(=O)(=O)c1ccccc1 | 1.6
CCc1ccc(Nc2ncccc2C#N)cc1 | 0.4
O=C(NCCN1CCN(c2ccccc2)CC1)C1CCN(S(=O)(=O)N2CCOCC2)CC1 | -0.8
CC(=O)N1CCc2cc(S(=O)(=O)NCCC(=O)Nc3cc(C)cc(C)c3)ccc21 | 3.0
CCCN(CC(=O)Nc1ccccc1C)C(=O)c1ccc(-c2ccc(C(C)=O)cc2)o1 | 5.9
COc1cc2c(cc1NC(=O)C(c1ccccc1)c1ccccc1)CCCC2 | -6.2
Cc1cccc(NC(=O)COc2ccc(Br)cc2C)n1 | -4.9
CC1(C)Cc2c(sc3nc4n(c(=N)c23)CCCCC4)CO1 | -5.1
CC(=O)Nc1ccc(S(=O)(=O)Nc2ccc3c(c2)OCCO3)cc1 | 0.3
N#Cc1ccccc1CN1C(=O)S/C(=C/c2cccn2-c2ccc(C(=O)O)cc2)C1=O | 5.1
Cc1ccc(-c2c3c(=O)n(C)c(=O)n(C)c3cn2Cc2cccnc2)cc1 | -4.5
Cc1cccc(NC(=S)NC(NC(=O)OCc2ccccc2)C(Cl)(Cl)Cl)c1 (configuration not stated) | 24.5
COc1ccc(CSc2nncn2N)cc1Br | 3.3
Cc1cc(=O)[nH]c(SCC(=O)c2ccc(C(C)C)cc2)n1 | -2.0
Cc1nc(NCCO)c(C#N)c2c1COC(C)(C)C2 | 4.3
COCc1nn2c(N)c(C#N)cnc2c1-c1ccccc1 | 56.3
CC(C)(C)NC(=O)Cn1ccc(=N)c2ccccc21 | 44.4
Cc1cc(NC2C3CC4CC(C3)CC2C4)n2nnnc2n1 (configuration not stated) | -0.4
COCCN(C(=O)CSc1nnc(C)n1Cc1ccccc1)c1c(N)n(Cc2ccccc2)c(=O)[nH]c1=O | -4.1
Nc1c(-c2ccc(Cl)cc2)cnn1C1CCS(=O)(=O)C1 (configuration not stated) | 1.8
Cc1c(CN2CCCCC2C)c(=O)n(-c2ccccc2)n1C (configuration not stated) | -3.5
COCCn1c(COc2ccc(C)cc2)nc2ccccc21 | -6.5
COc1ccc(C(=O)NCc2nnc(SCC(=O)Nc3cccc(C(F)(F)F)c3)o2)cc1OC | -12.4
COc1ccc(N2CCN(C(=O)CN(c3ccc(Br)cc3)S(C)(=O)=O)CC2)cc1 | 0.0

# Next records:
compound | miR122 inh
COc1cccc(NC(=O)C2CCCN(S(=O)(=O)c3ccc(-n4cnnn4)cc3)C2)c1 (configuration not stated) | -2.4
COc1cccc(S(=O)(=O)NCc2ccc(C(=O)Nc3cccc(Cl)c3)cc2)c1 | -4.3
CCOC(=O)Cc1nnc(NC(=O)c2ccccc2OCC)s1 | -5.3
Cc1ccc(CN2CC(C(=O)Nc3ccc(S(=O)(=O)Nc4cc(C)nc(C)n4)cc3)CC2=O)cc1 (configuration not stated) | -1.0
Cc1ccc(N(C(C)C(=O)Nc2ccc(S(=O)(=O)N3CCOCC3)cc2)S(C)(=O)=O)cc1C (configuration not stated) | -1.8
CCOc1ccc2[nH]c(=O)c(CN(Cc3ccco3)C(=O)c3cccc(F)c3)cc2c1 | 3.0
CC(=O)c1c(C)nc(C)nc1NC(=O)Cc1ccccc1 | -6.6
C=C(C)c1cccc(C(C)(C)NC(=O)N2CCN(CC(N)=O)CC2)c1 | -4.3
O=C(CCc1ccccc1)Nc1ccc(N2CCOCC2)c(Cl)c1 | 3.2
O=S(=O)(NC1c2cccc3cccc(c23)C1N1CCN(CCO)CC1)c1ccccc1 (configuration not stated) | -2.3
Cc1ccc(-n2c(=O)[nH]cc(C(=O)Nc3ccc4c(c3)OCCO4)c2=O)cc1C | 4.4
CCN(CC)CCOC(=O)c1c(C)oc2ccc(O)cc12 | -2.1
CC(C)(C)n1nnnc1CN1CCN(C2CCCC2)CC1 | 1.9
COCCCn1c(SCC(=O)OC2CCCCC2)nnc1-c1cccs1 | -12.2
Cc1cccc(NC(=O)c2cccc(NS(=O)(=O)c3ccc(Cl)cc3)c2)c1 | 3.5
O=C(O)c1cc(S(=O)(=O)NCc2ccco2)c(Cl)cc1Cl | 40.4
COc1ccc(-c2nnc(SCC(=O)Nc3ccccc3)n2C)cc1 | -6.9
O=C1c2cccc3c(N4CCCCC4)ccc(c23)C(=O)N1c1ccccn1 | 1.1
CC(=O)c1c(C)cc(C)c(CSc2nnc(-c3ccco3)o2)c1C | -5.5
CCCCOc1ccc(C(=O)NC)cc1 | 0.8
COc1ccccc1N=c1oc2c(OC)cccc2cc1C(=O)NCc1ccco1 | 4.2
Cc1ccc(-c2nnc(N3CCN(c4ccccn4)CC3)c3ccccc23)cc1 | 7.4
NC(=O)NC(=O)COC(=O)c1ccccc1Oc1ccccc1 | 2.0
CCOn1c(=O)c(-c2ccc(OC)cc2)[n+]([O-])c2ccccc21 | 0.6
CN(C)c1nc(C#N)nc(N2CCOCC2)n1 | -6.2
O=C(OCC(=O)N1CCOCC1)c1ccccc1SCC(=O)N1CCCC1 | 1.6
N#Cc1c(-c2ccco2)cc(C2CC2)nc1SCC(=O)c1ccccc1 | 3.0
C=CCn1c(=O)c(C(=O)Nc2cccnc2)c(O)c2ccccc21 | 4.5
CN(C(=O)c1ccno1)c1nnc(-c2ccccn2)s1 | -3.1
COc1ccc(NC(=O)c2ccc(Br)o2)c([N+](=O)[O-])c1 | 0.3
COc1cc(C)c(S(=O)(=O)N2CCOCC2)cc1C(C)C | 6.1
O=c1c(/C=C(\O)c2ccc(F)cc2)nc2ccccc2n1-c1ccccc1 | -9.2
COc1cc(/C=C2\C(=O)ON=C2c2ccccc2)cc(OC)c1OC | -6.2
Cc1cc(C)nc(N2CCCC(C(=O)NCCC3=CCCCC3)C2)n1 (configuration not stated) | -3.8
Cc1nn(C)cc1CNC(=O)c1cnn2c(C(F)F)cc(C3CC3)nc12 | -3.9
CC(=O)Nc1ccc(S(=O)(=O)Nc2ccc(N3CCOCC3)c(F)c2)cc1 | 1.1
COc1ccc(Cn2c(CCCO)nc3ccccc32)cc1OC | -1.8

# Compound activity: PubChem, Broad Institute
